OX1R antag = antagonists of human orexin 1 receptor (OX1R); Orexin/Hypocretin receptor type 1 (Homo sapiens), O43613; OX1R-expressing cells, FRET antagonist read-out; inhibition, % at 6.6 µM; 1.8% of 330,000 active; in the data active = inhibition mostly above about 38%, no sharp cut-off; inactive = mostly below about 40%;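 also: 0% = agonist challenge alone and 100% = reference antagonist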
Target sequence (O43613 whole entry, looked up): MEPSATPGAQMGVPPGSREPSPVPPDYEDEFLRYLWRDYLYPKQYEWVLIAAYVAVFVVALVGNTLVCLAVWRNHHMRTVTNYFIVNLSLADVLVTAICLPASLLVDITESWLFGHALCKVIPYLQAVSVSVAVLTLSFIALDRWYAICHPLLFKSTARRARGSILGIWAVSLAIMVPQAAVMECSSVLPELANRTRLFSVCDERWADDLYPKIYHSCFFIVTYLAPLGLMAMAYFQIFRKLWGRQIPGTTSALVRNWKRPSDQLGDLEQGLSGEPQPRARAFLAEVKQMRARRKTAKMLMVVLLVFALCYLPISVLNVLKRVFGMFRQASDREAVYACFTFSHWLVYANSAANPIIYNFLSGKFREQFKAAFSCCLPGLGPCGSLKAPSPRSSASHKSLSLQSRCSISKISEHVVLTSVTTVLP
STK33 inh = inhibitors of purified STK33 kinase, primary screen, biochemical, ADP-Glo luminescence, homogeneous, cell-free; MBP phosphorylation; inhibition, % at 10 µM; 0.073% of 320,000 active;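 active = inhibition at or above 25%, using the most active replicate where run in duplicate; inactive = inhibition below 25%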
Target sequence (Q9BYT3 whole entry, looked up): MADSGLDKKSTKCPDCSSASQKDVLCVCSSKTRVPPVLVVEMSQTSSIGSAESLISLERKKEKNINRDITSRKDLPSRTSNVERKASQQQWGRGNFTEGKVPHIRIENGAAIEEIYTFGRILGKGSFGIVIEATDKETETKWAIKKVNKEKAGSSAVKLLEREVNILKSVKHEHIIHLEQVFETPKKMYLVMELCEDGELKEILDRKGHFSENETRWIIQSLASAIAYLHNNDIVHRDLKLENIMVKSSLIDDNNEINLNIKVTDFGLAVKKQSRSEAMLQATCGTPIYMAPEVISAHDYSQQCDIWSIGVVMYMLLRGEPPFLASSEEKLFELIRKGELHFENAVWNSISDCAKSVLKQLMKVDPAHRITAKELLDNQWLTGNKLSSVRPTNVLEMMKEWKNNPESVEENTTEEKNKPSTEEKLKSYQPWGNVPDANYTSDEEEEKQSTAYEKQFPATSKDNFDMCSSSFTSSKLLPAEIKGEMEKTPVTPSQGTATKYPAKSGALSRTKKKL
* hit, by the source's call; / = not tested or not shown.

Below each SMILES: STK33 inh	OX1R antag
- O=C(NCC(=O)N1CCN(C(=O)c2ccccc2)CC1)c1ccccc1
  0.0	-1
- CS(=O)(=O)N(CC(=O)N1CCCC1)c1cccc(Cl)c1
  -0.8	2
- Cc1ccc(C(=O)N2CCN(c3ncnc4c3cnn4-c3ccccc3)CC2)cc1
  0.1	6
- Cc1ccc(S(=O)(=O)Nc2ccc(C(=O)NCCCN3CCOCC3)cc2)cc1[N+](=O)[O-]
  0.0	27
- Cc1ccc(S(=O)(=O)N(C)CCCC(=O)Nc2ccc(F)cc2)cc1
  -0.7	8
- CCN(CC)CCCNC(=O)c1cc(-c2ccc(O)cc2)on1
  -0.4	14
- O=C(NCCc1ccc(C(F)(F)F)cc1)C1COc2ccccc2O1 (stereo unspecified)
  -2.2	12
- O=C1Nc2ccccc2C(O)(C(=O)NCc2ccco2)N1c1ccc(Cl)cc1 (stereo unspecified)
  0.6	20
- COc1ccc(CCNC(=O)Cc2cc(OC)c(OC)cc2[N+](=O)[O-])cc1OC
  -1.6	11
- CCOc1ccc(NC(=O)C2CCC(CNc3c(N4CCOCC4)c(=O)c3=O)CC2)cc1 (stereo unspecified)
  -0.1	3
- CCCCN1CC(=O)N2[C@H](c3ccc(Cl)cc3)[C@@H]3C(=O)N(CC)C(=O)[C@@H]3[C@]2(Cc2ccccc2)C1=O
  -1.0	3
- COc1ccccc1/C=C1\SC(=S)N(CCC(=O)NCCCn2ccnc2)C1=O
  -1.2	17
- COc1ccc(NC2=C3CC(C)CC=C3N(c3ccc(OC)cc3)C2=O)cc1 (stereo unspecified)
  -0.1	14
- CCCc1nnc(NC(=O)CCC(=O)N2CCN(c3nc(C)cc(C)n3)CC2)s1
  -1.8	5
- C=CCOc1ccn(C)c(=O)n1
  0.0	-4
- CC(C)[C@@H](C(=O)N[C@@H](C(=O)O)c1ccccc1)N1C(=O)N2CCc3c([nH]c4ccccc34)[C@@]2(C)C1=O
  -1.1	13
- Cc1c(NC(=O)c2ccc(Br)s2)c(=O)n(-c2ccccc2)n1C
  -1.6	-2
- O=C(Cc1ccc(Cl)cc1)OCc1nnc(-c2ccccc2)o1
  -2.9	14
- CCc1ccc(CN2CCC(C(=O)Nc3cccc(-c4nnc(C)s4)c3)CC2)o1
  2.9	23
- CCCC(=O)Nc1cc(C)c(NC(=O)c2ccncc2)cn1
  -0.2	12
- COc1ccc(CNC(=O)c2csc(Cc3ccccc3)n2)cc1
  0.1	12
- Cn1c(=O)n(C)c2cc([N+](=O)[O-])c(N3CCN(CCO)CC3)cc21
  0.4	30
- COc1cc2ccccc2cc1C(=O)N1CCCC1
  0.0	6
- COc1cc(OC)c(OC)cc1CN(C)CC1CCCN(CCc2ccccc2F)C1 (stereo unspecified)
  0.0	4
- O=C(NCCN1CCOCC1)c1ccc(Cl)c(S(=O)(=O)NCc2ccccc2)c1
  0.0	5
- O=C(NCC1CCCO1)c1ccc2c(c1)OCO2 (stereo unspecified)
  -1.1	-4
- CCOc1ccc(Nc2ncnc3ccc([N+](=O)[O-])cc23)cc1
  1.9	59
- CNC(=O)NC(=O)COC(=O)c1ccccc1OCc1ccccc1
  -0.5	21
- CSCCC(NC(=O)c1ccccc1Cl)C(=O)N(C)Cc1cccs1 (stereo unspecified)
  -1.3	32
- CCC(=O)NC(=S)Nc1ccccc1C(=O)OC
  -1.8	2

Shown tab-delimited: part of the list above
SMILES	STK33 inh	OX1R antag
CC(C)[C@@H](C(=O)N[C@@H](C(=O)O)c1ccccc1)N1C(=O)N2CCc3c([nH]c4ccccc34)[C@@]2(C)C1=O	-1.1	13
Cc1c(NC(=O)c2ccc(Br)s2)c(=O)n(-c2ccccc2)n1C	-1.6	-2
O=C(Cc1ccc(Cl)cc1)OCc1nnc(-c2ccccc2)o1	-2.9	14
CCc1ccc(CN2CCC(C(=O)Nc3cccc(-c4nnc(C)s4)c3)CC2)o1	2.9	23
CCCC(=O)Nc1cc(C)c(NC(=O)c2ccncc2)cn1	-0.2	12

(listing goes on)
Below each SMILES: STK33 inh	OX1R antag
- Cc1ccc(NC(=O)Nc2cc(S(C)(=O)=O)ccc2Cl)cc1
  -1.2	36
- O=C(O)c1cc(/C=C/C(=O)c2cc(F)ccc2O)c2c(c1)COCO2
  -2.9	8
- O=C1/C(=C/c2ccccn2)SC(=S)N1CCc1ccccc1
  -1.1	29
- NC(=O)c1c(NC(=O)c2cccnc2)sc2c1CCCC2
  2.6	31
- CCC(C)NC(=O)c1cc(-c2ccc(OC)cc2)on1 (stereo unspecified)
  /	11
- O=C(CCS(=O)(=O)c1ccc(Br)cc1)NCCc1ccccc1
  0.0	6
- COc1ccc(C(=O)N=C2SC3CS(=O)(=O)CC3N2Cc2ccc(OC)c(OC)c2)cc1 (stereo unspecified)
  -1.4	15
- Cn1c(SCC(=O)Nc2ccc(N3CCOCC3)c(Cl)c2)nnc1-c1ccccc1
  -1.2	9
- Clc1ccc(-c2noc(CSc3nnc(Cc4cccs4)n3-c3ccccc3)n2)cc1
  -0.9	28
- CSc1ccc(C2NN=C(c3ccccc3)S2)cc1 (stereo unspecified)
  -0.9	17
- Cc1cc(C)c(C#N)c(Nc2ccccc2)n1
  0.8	12
- CCOc1ccccc1OCC(=O)OC(C)C(=O)Nc1ncc(Cl)cc1Cl (stereo unspecified)
  0.6	1
- COc1ccccc1-c1noc(Cn2cc(S(=O)(=O)N3CCCC3)ccc2=O)n1
  -1.2	0
- CC(NC(=O)c1ccc(Br)o1)c1ccccc1 (stereo unspecified)
  -0.3	15
- CCOC(=O)C1CCCN(C(=O)Cc2c(C(=O)O)[nH]c3ccccc23)C1 (stereo unspecified)
  -1.0	2
- [O-][n+]1c(/C=C/c2ccccc2)ccc2ccccc21
  -0.7	/
- O=C(c1cc(-c2ccc(Cl)cc2)nc2ccccc12)N1CCC1
  -1.4	13
- CCOc1cc(/C=N\NC(=O)Cn2nc([N+](=O)[O-])cc2C)ccc1OCc1cccc2ccccc12
  -1.4	17
- C=CCNc1nc(Cl)nc(Nc2ccccc2)n1
  0.0	17
- COc1ccc(Br)cc1/C=C/C(=O)NC(=S)Nc1ccc(Cl)c(C(=O)O)c1
  -1.5	10
- CC(C)c1cccc(C(C)C)c1NC(=O)CN1C(=O)NC2(CCCCCCC2)C1=O
  -0.8	3
- O=C(NC(=S)Nc1cccc(C(F)(F)F)c1)c1csnn1
  -0.8	26
- N#C/C(=C\C=C\c1ccccc1)C(=O)Nc1ccccc1
  -1.1	16
- COc1ccc(C2SCCN2C(=S)Nc2cccc(C(F)(F)F)c2)cc1 (stereo unspecified)
  -2.7	10
- Cc1ccccc1N(CC(=O)N/N=C/c1cc(Br)c(C)o1)S(C)(=O)=O
  -1.8	23
- Cc1cc(C)n(-c2ccccc2[N+](=O)[O-])n1
  -0.6	28
- CCOc1ccc(C(=O)NCCC(=O)NCCCC(=O)O)cc1
  -0.9	8
- CN(C)C(=O)CCC(=O)N1CCCCC1C(=O)Nc1ccc(Oc2ccccc2F)cc1 (stereo unspecified)
  0.5	16
- O=C(Nc1ccc(F)cc1F)C1CCCN1S(=O)(=O)c1ccc(-c2ccc(=O)[nH]n2)s1 (stereo unspecified)
  0.6	13
- COCCNC(=O)CCc1c(C)nc2c(c(C)nn2-c2ccc(C)c(C)c2)c1C
  0.2	-2
- COC(=O)[C@@]12CCCCN1[C@H](c1ccc(-c3ccc4c(c3)OCO4)cc1)[C@H]1C(=O)N(C)C(=O)[C@H]12
  0.0	3
- Cc1cc(C)nc(NC(=O)C(C)C)n1
  -0.5	7
- Clc1ccccc1-c1ncc(-c2ccccc2)o1
  -0.3	-2
- CCCOc1ccc(CSc2nnc(CCC)n2N)cc1
  -0.6	20
- Cc1nnc(NC(=O)CC(C)c2ccccc2)s1 (stereo unspecified)
  0.4	19
- CC(C)CCNC(=O)CN(Cc1ccc(F)cc1)C(=O)CCC(=O)Nc1ccccn1
  -0.5	-9
- O=C(Cc1cc(=O)[nH]c(=O)[nH]1)NCCN1CCOCC1
  -0.7	18
- C[C@@H]1CC[C@@]2(O[C@@H](CCO)C[C@@H](O)[C@@H]2O)O1
  -2.7	11
- Cc1cc(OCC(=O)NC(C)C)cc(C)c1Cl
  -1.4	14
- CC(Nc1ccccc1)c1cccnc1 (stereo unspecified)
  -0.1	15
- COc1ccc(CN2CCc3c([nH]c4ccccc34)C2)cc1Br
  2.2	10
- COc1ccc(C2c3[nH]c4ccccc4c3C[C@H]3C(=O)N(c4ccccc4C(=O)N4CCC(C(=O)O)CC4)C(=O)N23)cc1 (stereo partly specified)
  -0.4	21
- COc1cccc(C(=O)Nc2ccccc2-c2ccccc2)c1
  2.2	7
- CCCCc1n[nH]c(=S)n1Cc1ccc(Cl)cc1
  0.5	5
- O=C(CN1CCN(C(c2ccccc2)c2ccccc2)CC1)N1CCN(c2ccccc2)CC1
  -0.5	2

Part of the list above, reformatted.
smiles,STK33 inh,OX1R antag
COc1ccccc1-c1noc(Cn2cc(S(=O)(=O)N3CCCC3)ccc2=O)n1,-1.2,0
CC(NC(=O)c1ccc(Br)o1)c1ccccc1 (stereo unspecified),-0.3,15
CCOC(=O)C1CCCN(C(=O)Cc2c(C(=O)O)[nH]c3ccccc23)C1 (stereo unspecified),-1.0,2
[O-][n+]1c(/C=C/c2ccccc2)ccc2ccccc21,-0.7,/

Following part:
Below each SMILES: STK33 inh	OX1R antag
- O=C1CCc2cc(S(=O)(=O)N3CCC(C(=O)NCCC4=CCCCC4)CC3)ccc2N1
  /	14
- Cc1ccc2c(c1)nnn2C1CCN(CC(=O)N(c2ccccc2)c2ccccc2)CC1
  -3.2	5
- CCCCOC(=O)CSC1=C(C#N)C(c2cccnc2)C(C(=O)OCC)=C(c2ccccc2)N1 (stereo unspecified)
  -0.8	12
- CN(C)S(=O)(=O)Oc1ccsc1C(=O)Nc1ccc(C(F)(F)F)cc1
  -1.6	25
- CC(=O)OC1OCCOC1NC(=S)NCc1ccco1 (stereo unspecified)
  0.6	-8
- CS(=O)(=O)N(CC(=O)Nc1ccccc1C(=O)NCCc1ccccc1)c1ccc2c(c1)OCCO2
  -0.3	11
- N#C/C(=C(/O)CO/N=C/c1ccccc1Cl)c1nc2ccccc2[nH]1
  2.1	6
- Cc1ccc2cc(CCNC(=O)C3CCCC3)c(=O)[nH]c2c1
  -1.4	12
- COc1ccc(C(=O)C(CCCCC(CN(C)C)C(=O)c2ccc(OC)cc2)CN(C)C)cc1 (stereo unspecified)
  -0.8	16
- COC(=O)C1CCN(S(=O)(=O)CCNC(=O)c2ccc3c(c2)OCO3)CC1
  -2.1	6
- Cc1ccc(S(=O)(=O)N2CCCC2CNC(=O)C(=O)Nc2ccccc2)cc1 (stereo unspecified)
  -1.6	23
- O=C(C1CCCN(S(=O)(=O)c2cccc3nonc23)C1)N1CCN(c2ccccc2)CC1 (stereo unspecified)
  -2.9	15
- CC(=O)OCC(=O)N1N=C(c2ccc3ccccc3c2)CC1c1ccccc1 (stereo unspecified)
  -0.2	8
- Cc1cc(NC(=O)Nc2ccc(Cl)c(Cl)c2)no1
  -0.8	29
- Cc1cc(NC(=O)CSCC(=O)OC(C)C(=O)c2cc(C)c(C)cc2C)no1 (stereo unspecified)
  -1.7	11
- O=C(NCCc1ccccc1)N1CCCC(CNS(=O)(=O)Cc2ccccc2)C1 (stereo unspecified)
  0.7	13
- CN(C)CCCNC(=O)c1cc(C(=O)c2c(Cl)cccc2Cl)c[nH]1
  0.3	2
- COC(=O)c1cc(NC(=O)Nc2cccc(Cl)c2)ccc1Cl
  -0.5	50*
- O=C(COC(=O)c1ccc(Br)o1)NCC1CCCCC1
  0.0	16
- Cc1c(N=C2NC(=O)/C(=C/c3ccc(O)cc3)S2)c(=O)n(-c2ccccc2)n1C
  2.1	26
- c1ccc(C2Nc3cccc4cccc(c34)N2)cc1
  -0.2	15
- Cc1c(OCC(=O)NCCCN2CCOCC2)ccc2c3c(c(=O)oc12)CCC3
  1.3	11
- COc1cccc(NC(=O)COC(=O)c2ccc(F)cc2F)c1
  -0.4	18
- Fc1ccccc1/C=N/NC(=S)Nc1ccc(Cl)cc1Cl
  -3.5	3
- Cc1cc(C(=O)NC2CCCC2)on1
  -3.2	9
- CCSc1ncc(Cl)c(C(=O)Nc2ccccc2C)n1
  -1.5	3
- CC(=O)NC1CCC(C(=O)O)(c2ccccc2)C1 (stereo unspecified)
  -0.8	16
- c1ccc(Cn2nnc3c(Nc4ccc5c(c4)OCO5)nc(C4CC4)nc32)cc1
  -1.5	10
- CC(=O)c1ccc(-n2c(-c3cc(-c4ccco4)[nH]n3)n[nH]c2=S)cc1
  -0.6	13
- COc1ccc(OCCCC(=O)OCC(=O)Nc2c(C)nn(-c3ccccc3)c2C)cc1
  -0.6	6
- COc1ccc(C(=O)NC(=S)N(Cc2ccccc2)Cc2ccccc2)cc1
  -1.3	19
- COc1ccc(-c2csc(NC(=O)c3ccccc3OC)c2C(=O)O)cc1OC
  -0.3	-2
- CCOC(=O)c1c(NC(=O)CSc2nnc(CNc3ccc(F)cc3)o2)sc(C(C)=O)c1C
  0.5	17
- Cc1ccc2nc(-c3ccc(NC(=O)COC(=O)c4ccc([N+](=O)[O-])o4)cc3)sc2c1
  -0.1	20
- CCOc1ccc(-c2nnn(CC(=O)NCCc3c[nH]c4ccccc34)n2)cc1
  -1.7	25
- O=C(Nc1nc(-c2ccccn2)cs1)C1CCCC1
  -1.8	32
- CC1(C)Cc2ccccc2-c2nnc(SCC(=O)Nc3nc4ccccc4s3)n21
  -0.7	21
- CCOc1ccc(-n2c(Cc3ccccc3)nnc2SCc2c(C)noc2C)cc1
  -1.3	12
- Cc1ccc(NC(=O)n2ncc3c(C)cccc32)c(C)c1
  -0.8	-2
- CCOC(=O)CCc1c(C)c2ccc(OC3CCCCC3=O)cc2oc1=O (stereo unspecified)
  0.8	14
